Bioassay records: PubChem, Broad Institute
Cneo AK release = Cryptococcus neoformans lysis via adenylate kinase release. C. neoformans lysis, adenylate kinase release luminescence, 4 h; normalised: neutral wells 0, clomiphene wells 100. lysis activity, % at 15 µM. actives 0.2% (n = 360,000);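 active = mean lysis activity across replicates of at least 80%, whatever share of replicates individually reach that level; inactive = mean lysis activity below 80%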
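Material – Cryptococcus neoformans yeast cells · Quantity – 5 × 10^6 yeast cells/mL · Buffer or medium – YPD medium · Compound – single dose · Timing – 4 h static compound exposure, 37 °C, read 1 h post-reagent · Signal – adenylate kinase release luminescence · Read-out basis – lysis from increased AK signal · Benchmarks – Clomiphene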
GSIS activator = GLuc luminescence reporter in INS-1E cells, primary screen for activators of glucose-dependent secretion of insulin; INS-1E GLuc reporter insulin secretion, 2-3 h; activation, % at 16.6 µM; actives 0.61% (n = 370,000); AID 743287;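 active = lowest replicate activation of at least 40%, so every replicate reaches that level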;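 also: 0% = median of neutral control wells and 100% = median of IBMX positive control wells; some compounds called inactive have numbers as strong as hits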
ARNT TACC3 PPI = ARNT/TACC3 interaction disruption; AlphaScreen His-ARNT PAS-B/GST-TACC3 binding, luminescence; TACC3 fragment carries E629A point mutation; AID 623870; Q9Y6A5; inhibition, % at 9.99 µM; actives 0.66% (n = 390,000);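 active = mean inhibition of replicates at least 50% and at least half of replicates each reaching 50%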;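 also: 0% = complete ARNT plus TACC3 wells and 100% = ARNT alone without TACC3; many hits fall short of the cut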
PGC1a acetyl inh = lowers PGC1a acetylation signal in U2OS cells; AlphaScreen anti-acetyl-lysine; with virally co-expressed GCN5 acetyltransferase; inhibition, % at 15.6 µM; actives 0.17% (n = 350,000);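 active = every replicate shows inhibition of at least 40%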;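 also: 0% = neutral control wells and 100% = positive control wells; some results beyond the cut were filed as inactive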
Statin myotox sup = protects C2C12 myotubes from simvastatin toxicity; rescue of ATP level, % at 7.49 µM; actives 0.78% (n = 330,000); AID 602340; ATP luminescence, 48 h; scaled: DMSO 0, geranylgeraniol control 100;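 active = mean ATP rescue above about 67%, or every replicate alone reaching that limit, limit read from the data, passing the limit was not always enough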;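 also: myotubes were challenged with 10 µM simvastatin during compound exposure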
PAX8 reporter = inhibitors of PAX8 transcriptional activity in RMG-I cells | actives 1.2% (n = 360,000) | AID 652154 | inhibition, % at 12.6 µM | RMG-I TPO-luciferase reporter, SteadyGlo, 24 h;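 active = mean replicate inhibition at least 60% with every replicate also reaching 60%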;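 also: luciferase light reporting Pax8 driven TPO promoter activity; plate controls were median of neutral control wells for no effect and mitoxantrone controls for full effect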
LGR2 inh = blocks bursicon-induced cAMP signaling via Drosophila LGR2. HEK293 LGR2, CRE-luciferase, bursicon-stimulated, 4 h. inhibition, % at 9.99 µM. actives 0.35% (n = 380,000);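 active = drop in luminescence signal, shown as inhibition above about 50% in the replicate tests, limit read from the data, passing the limit was not always enough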;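 also: agonist challenge used bursicon conditioned medium at about half maximal strength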
PglD DTNB = blocks C. jejuni PglD acetyltransferase activity | inhibition, % at 12.5 µM | actives 0.098% (n = 360,000) | AID 602405 | purified PglD enzyme, DTNB colorimetric CoA detection; in the data active = inhibition above about 16%, passing the limit was not always enough; also: strong numbers were not always called active
* marks the source's active call; other numbers are inactive results; / = not tested or not shown; & = joins results of further samples.

SMILES	Cneo AK release	GSIS activator	ARNT TACC3 PPI	PGC1a acetyl inh	Statin myotox sup	PAX8 reporter	LGR2 inh	PglD DTNB
CCC(C)NC(=O)C1CC(c2ccc(OC)cc2)=NO1 (stereo not drawn)	-2	11	21	3	-23	/	11	3
COC(=O)c1sccc1NC(=O)c1c(Cl)cccc1Cl	-2	2	-11	-5	-1	25	18	0
CCCNC(=O)c1cc2c(c(-c3cccc(-c4ccc(F)cc4)c3)n1)[C@@H](CCO)N([S@](=O)C(C)(C)C)C2	6	-28	2	-27	-3	-13	-3	-2
C/C(Nc1ccccc1C(F)(F)F)=C1/CCOC1=O	/	15	/	-2	/	-8	5	/
CC1=CC2CC1C1C(=O)N(c3ccc(S(=O)(=O)Nc4nc(C)cc(C)n4)cc3)C(=O)C21 (stereo not drawn)	0	/	-4	/	-7	29	-27	-1
C[C@@H]1CN([C@@H](C)CO)S(=O)(=O)c2ccc(C#CC3(O)CCCC3)cc2O[C@H]1CN(C)C(=O)c1ccccc1	-1	-14	-4	-8	-29	/	1	-2
Cc1ccc(NC(=O)NN2CCOCC2)cc1	/	-2	3	-2	-7	-25	4	/
O=C(NCCc1ccccc1)C1CCN(S(=O)(=O)c2cccc3nonc23)CC1	6	-4	-6	0	-11	/	-17	-7
Cc1cccc(Oc2sc(C(=O)c3ccccc3)c(N)c2C#N)c1	3	/	-1	-8	/	/	/	-1
CC1(C(=O)N2CCOCC2)CCCCC1	-1	-3	-5	/	1	2	-2	3
CCCN=C(Nc1ccc(Cl)cc1)c1cccnc1	-1	/	-14	40	6	9	/	1
C[C@@H]1CN([C@@H](C)CO)C(=O)c2cccc(NC(=O)Nc3ccc(F)cc3)c2O[C@@H]1CN(C)S(=O)(=O)c1ccccc1	-4	-8	-4	0	37	/	9	0

Complete entries from above:
C/C(Nc1ccccc1C(F)(F)F)=C1/CCOC1=O as listed: Cneo AK release = /; GSIS activator = 15; ARNT TACC3 PPI = /; PGC1a acetyl inh = -2; Statin myotox sup = /; PAX8 reporter = -8; LGR2 inh = 5; PglD DTNB = /
COC(=O)c1sccc1NC(=O)c1c(Cl)cccc1Cl as listed: Cneo AK release = -2; GSIS activator = 2; ARNT TACC3 PPI = -11; PGC1a acetyl inh = -5; Statin myotox sup = -1; PAX8 reporter = 25; LGR2 inh = 18; PglD DTNB = 0

Continuation:
SMILES	Cneo AK release	GSIS activator	ARNT TACC3 PPI	PGC1a acetyl inh	Statin myotox sup	PAX8 reporter	LGR2 inh	PglD DTNB
O=C(O)C1C2C=CC(O2)C1C(=O)Nc1ccccn1 (stereo not drawn)	-3	-6	-3	8	1	-7	6	2
CC(C)C(C)NC(=O)COc1nc2ccccc2nc1N(C)C1CCCCC1 (stereo not drawn)	-2	6	2	/	-11	1	-2	2
COc1ccc(S(=O)(=O)Nc2ccc(F)c(Cl)c2)cc1OC	1	/	1	/	27	/	/	-1
Fc1ccccc1COc1ccc(/C=N/n2cnnc2)cc1	1	/	/	3	-3	-88	/	-1
CS(=O)(=O)N1CC2(C1)[C@H](c1ccccc1)[C@H](CO)N2C(=O)c1ccccc1	/	-3	/	3	/	-9	1	/
Cc1ccc(C(CC(=O)NCc2ccco2)c2ccc(OC(C)C)cc2)cc1 (stereo not drawn)	8&-3	/	-5&-20	/	/	-1	/	-2&-6
COc1nc(N)nc(N2CCOCC2)n1	0	/	-4	-7	-6	9	/	9
O=C(N[C@@H]1CC[C@H](CCNS(=O)(=O)c2ccc(Cl)cc2)O[C@H]1CO)c1cnccn1	1	3	-8	5	8	-1	-9	1
Nc1nc(NCC2CCCO2)nc(Nc2ccc(F)cc2)c1[N+](=O)[O-] (stereo not drawn)	-1	-2	0	7	10	-6	1	0
C/C=C/c1cnc2c(c1)C(=O)N([C@@H](C)CO)C[C@H](C)[C@@H](CN(C)C(=O)NCCC)O2	-11	6	-5	7	-3	/	0	-6
CC(OC(=O)C1CSC2(C)CCC(=O)N12)C(=O)Nc1cccc(C#N)c1 (stereo not drawn)	/	13	-1	/	/	-42	3	/
CC1CCCCC1NC(=O)CNC(=O)c1ccco1 (stereo not drawn)	/	0	2	/	8	-2	5	/

Pulled by structure from above, six records:
SMILES	Cneo AK release	GSIS activator	ARNT TACC3 PPI	PGC1a acetyl inh	Statin myotox sup	PAX8 reporter	LGR2 inh	PglD DTNB
Nc1nc(NCC2CCCO2)nc(Nc2ccc(F)cc2)c1[N+](=O)[O-] (stereo not drawn)	-1	-2	0	7	10	-6	1	0
Fc1ccccc1COc1ccc(/C=N/n2cnnc2)cc1	1	/	/	3	-3	-88	/	-1
Cc1ccc(C(CC(=O)NCc2ccco2)c2ccc(OC(C)C)cc2)cc1 (stereo not drawn)	8&-3	/	-5&-20	/	/	-1	/	-2&-6
CC(C)C(C)NC(=O)COc1nc2ccccc2nc1N(C)C1CCCCC1 (stereo not drawn)	-2	6	2	/	-11	1	-2	2
CC1CCCCC1NC(=O)CNC(=O)c1ccco1 (stereo not drawn)	/	0	2	/	8	-2	5	/
CS(=O)(=O)N1CC2(C1)[C@H](c1ccccc1)[C@H](CO)N2C(=O)c1ccccc1	/	-3	/	3	/	-9	1	/

(more compounds)
SMILES	Cneo AK release	GSIS activator	ARNT TACC3 PPI	PGC1a acetyl inh	Statin myotox sup	PAX8 reporter	LGR2 inh	PglD DTNB
COc1ccc(N2CCN(C(=O)CN(C)S(=O)(=O)c3cc(C)ccc3OC)CC2)cc1	2	-4	3	1	-2	-7	-20	11
CC(=O)Nc1ccc(/C(C)=N/NC(=O)c2ccc(COc3ccccc3Cl)o2)cc1	2	24	-13	5	-10	-16	-12	7
O=c1[nH]c(Nc2nc3ccccc3o2)nc2c1CCCC2	/	-2	-8	-3	/	/	-5	/
CCOc1ccc(C(=O)OCC(=O)NCC2CCCO2)cc1 (stereo not drawn)	0	-18	-3	/	-1	0	0	-3
CCOc1ccc(NC(=S)N2CCN(c3ccc(N4CCOCC4)nn3)CC2)cc1	0	2	1	/	4	22	-39	0
Cc1cc(N2C(=O)C(O)=C(C(=O)c3cccs3)C2c2ccccc2)no1 (stereo not drawn)	-1	/	-14	-15	4	0	/	1
CC(C)(C)NC(=O)NC(=O)CSc1ncn[nH]1	/	6	-7	-4	/	-15	3	/
CN1C(=O)c2cc(NC(=O)c3cccc(Cl)c3)ccc2OC[C@H]2O[C@@H](CC(=O)NC3CCCCC3)CC[C@H]21	-2	-10	2	-2	16	16	-5	0
c1ccc(C2NCCNC2c2ccccc2)cc1 (stereo not drawn)	1	6	13	4	-3	11	7	-1
Cc1ccc(NC(=O)C2CCCN2C(=O)Oc2ccccc2)cc1 (stereo not drawn)	1	/	-1	8	15	/	/	8
COc1ccc(CC(=O)Nc2ccc(S(=O)(=O)N3CCOCC3)cc2)cc1	-2	3	2	/	-6	3	-1	2
C[C@@H]1CN([C@H](C)CO)C(=O)Cc2cc(NC(=O)CCCCCC(=O)Nc3ccccc3N)ccc2O[C@@H]1CN(C)C(=O)NC1CCCCC1	1	1	-9	0	4	/	7	-2
NC(=O)c1cc(S(=O)(=O)N2CCCC2)ccc1OCc1ccc(F)cc1	-1	-5	1	/	16	3	-11	1
CCCCCCOC(=O)CCn1[nH]c(=O)c2ccccc2c1=O	-1	/	-4	-3	10	/	/	9
c1ccc(-c2ccc(-c3csnn3)cc2)cc1	0	/	-9	10	-3	/	/	5
COCCCNC(=O)c1ccc2c(=O)n(C3CCCC3)c(=S)[nH]c2c1	-1	/	-2	15	11	17	/	2
COC(=O)Nc1ccc(S(=O)(=O)N2CCCC(C(=O)O)C2)cc1 (stereo not drawn)	/	5	2	-9	/	-5	-5	/
Clc1cccc(/C=N\Nc2nccs2)c1	2	/	14	3	-7	-91	/	5
CN1CCN(C(=S)C(=O)NCc2ccccc2)CC1	/	11	-7	/	/	6	16	/
Cc1ccn(S(=O)(=O)c2ccc(N3CCCC3=O)cc2)n1	4	7	-2	6	-53	-11	-13	3
CCCCC(c1nnnn1C1CCCC1)N1CCN(C2CCCC2)CC1 (stereo not drawn)	1	15	-9	-6	-14	/	7	6
Cc1[nH]n(-c2nc(-c3ccccc3F)cc(=O)[nH]2)c(=O)c1CCO	/	7	45*	5	/	-1	5	/
C(=C\c1ccccc1)/CN1CCN(C(c2cccc3ccccc23)c2nnnn2-c2ccc3c(c2)OCCO3)CC1 (stereo not drawn)	-7	-37	/	-5	3	4	6	3
CCC1CCCCN1CCCNC(=O)c1ccc2c(c1)c(C)c(C)n2C (stereo not drawn)	0	-4	10	-6	-4	8	0	-2
C[C@@H]1CN([C@H](C)CO)C(=O)Cc2cc(NS(=O)(=O)c3cccs3)ccc2O[C@H]1CN(C)Cc1ccccc1	0	4	0	12	18	-2	7	0
Cc1c(CNCCCc2ccccc2)c(C(=O)O)c(C)n1Cc1ccccc1	/	11	4	7	/	-3	-46	/
CC(C)c1cc(C(=O)NC2CCCCCC2)c2ccccc2n1	-1	5	/	/	-4	-9	-12	4
O=C1CN(C(=O)c2cccs2)c2ccccc2N1	-2	/	0	/	/	-8	/	-4
CCN(CC)CCCCCCCCOC(=O)c1cc(OC)c(OC)c(OC)c1	-1	28	-10	-8	6	-1	-1	5
O=C(C[C@H]1CC[C@H]2[C@@H](COC[C@H](O)CN2C(=O)Nc2cc(Cl)cc(Cl)c2)O1)N1CCOCC1	-2	-30	25	-11	11	-4	-8	-1
Cc1ccc(S(=O)(=O)NCC(c2ccccc2)N2CCN(CCC#N)CC2)cc1 (stereo not drawn)	-2	/	-9	2	17	19	/	-4
Clc1ccc(C=NNc2ccccn2)c(Cl)c1	5	6	4	1	-4	1	-10	4
CCOc1ccccc1N(C(=O)CNS(=O)(=O)c1ccccc1)C(CC)C(=O)NCc1ccco1 (stereo not drawn)	-1	-14	-4	-14	-6	/	9	-1
COCCN(Cc1cc2cc(C)cc(C)c2nc1Cl)C(=O)Nc1ccccc1	/	-29	25	11	/	/	-6	/
O=C1/C(=C/c2ccc(F)cc2)SC(=S)N1NS(=O)(=O)c1ccccc1	-1	-5	0	3	3	-4	2	-9
CCC(=O)Nc1cccc(-n2nnnc2SCC(=O)N(C(C)C)C(C)C)c1	2	4	-9	3	12	7	17	-3
COc1cc(-c2nn3c(Cc4ccccc4)nnc3s2)cc(OC)c1OC	2	18	-6	17	45	/	5	6
CCOC(=O)c1oc2ccccc2c1NC(=O)c1cc(OC)cc(OC)c1	0	/	3	11	11	/	/	2
Cn1c(=O)[nH]c(Nc2ccccc2)c([N+](=O)[O-])c1=O	/	-5	-1	5	6	13	10	/
O=C(NCc1nnnn1-c1ccc(F)c(F)c1)C(=O)c1c[nH]c2ccccc12	0	-4	2	/	7	6	10	5
CC(=O)O/N=C/c1c(NCc2ccccc2)nc2c(C)cccn2c1=O	-1	13	/	-4	/	21	8	5
Cc1nn(C)c(NC(=O)c2ccc(Cl)cc2)c1Cl	3	13	-7	/	12	10	-1	4
